Compound activity as filed in PubChem.
Granule exo inh – LAMP-1 surface exposure blockers, TALL-104 cells – cell-based, flow cytometry, MLPCN library, primary screen. TALL-104 LAMP-1 surface exposure; cells stimulated with thapsigargin and PMA. inhibition, % at 10 µM. 0.66% of 360,000 active;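 active = inhibition above about 55%, limit read from the data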
Cardio protect – cardioprotection against H2O2-induced cell death, primary screen, uHTS, H9c2 cells, ATPLite luminescence; H9c2 cardiomyocytes, H2O2 injury protection, 2 h; protection from H2O2 cell death, % at 20 µM; 0.63% of 360,000 active; AID 588492, 2011;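 active = compounds giving at least 50% protection of heart cells from peroxide-induced death in the single-dose screen, raw or plate-pattern-corrected value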;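 also: 0% = DMSO wells with peroxide and 100% = DMSO wells without peroxide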
CaV13 ICDI inh – Disruptors of the CACNA1D IQ motif to Ca2+-dependent inactivation inhibitor domain association, primary screening, Förster resonance energy transfer in intact living … | HEK cells, CFP/YFP FRET ICDI-IQ, plate reader, 10 min; percent FRET-ratio fall versus neutral wells | inhibition, % at 12.3 µM | 0.098% of 340,000 active | AID 743397;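 active = mean replicate inhibition of at least 30% and at least 1% of replicates passing that level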;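 also: 0% = median of the neutral control wells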
ABCB6 inh 2 – ABCB6 transporter inhibitors, primary screen, K562-ABCB6 cells, flow cytometry, MLPCN library; ATP-binding cassette sub-family B member 6 (Homo sapiens), Q9NP58; K562-ABCB6 porphyrin accumulation, 1 h; active compounds read low; fluorescence ratio to DMSO, % at 10 µM; 0.19% of 360,000 active; AID 602162, 2011;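 active = fluorescence ratio to DMSO below 75%, the collection mean minus 3 SD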;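 also: signal is porphyrin accumulated inside mitochondria; 100% equals median channel fluorescence of DMSO control wells; lower ratio means ABCB6 inhibition with less porphyrin fluorescence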
Glyco luc inh – increase of ERlucT glycosylation luciferase signal, primary screen, N-linked glycosylation inhibitor project, D54 ERlucT cells, luminescence, set 2 | D54 ERlucT glycosylation luciferase reporter, 24 h; percent of 100 nM tunicamycin response | AID 588692, 2011 | reporter increase, % at 12.5 µM | 0.23% of 360,000 active;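 active = mean luciferase reporter signal, scaled so untreated is 0 and the glycosylation-blocking control 100, at or above a set limit in every replicate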;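 also: luciferase carries N-glycosylation sites so blocking glycosylation raises the light; 0% = median of neutral control wells and 100% = median of 100 nM tunicamycin wells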
ABHD5-PLIN5 inh – ABHD5-PLIN5 interaction inhibitors, primary screen, cell lysate, split luciferase complementation, luminescence | Perilipin-5 (Homo sapiens) + 1-acylglycerol-3-phosphate O-acyltransferase ABHD5 (Homo … | inhibition, % at 4 µM | Split G. princeps luciferase complementation, 4 h | AID 602281, 2012 | 0.78% of 360,000 active;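 active = inhibition above the mean inhibition across every tested compound plus 3 SD, cut at about 22% in these data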;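 also: 0% = DMSO only wells and the 100% control is not disclosed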
Target sequence (Q00G26 whole entry, looked up): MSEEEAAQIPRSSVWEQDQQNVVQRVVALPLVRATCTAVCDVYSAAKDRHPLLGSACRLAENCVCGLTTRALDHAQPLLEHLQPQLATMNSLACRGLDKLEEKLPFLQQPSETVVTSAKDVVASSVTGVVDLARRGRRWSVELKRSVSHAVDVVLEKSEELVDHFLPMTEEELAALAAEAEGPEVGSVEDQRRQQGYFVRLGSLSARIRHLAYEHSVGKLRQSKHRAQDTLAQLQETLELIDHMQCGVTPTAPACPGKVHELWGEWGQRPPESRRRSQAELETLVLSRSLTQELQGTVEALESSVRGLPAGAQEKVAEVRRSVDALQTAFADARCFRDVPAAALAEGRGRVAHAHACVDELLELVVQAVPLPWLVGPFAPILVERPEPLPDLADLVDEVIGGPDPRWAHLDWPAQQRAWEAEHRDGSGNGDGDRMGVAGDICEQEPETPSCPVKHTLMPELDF
Target sequence (Q8WTS1 whole entry, looked up): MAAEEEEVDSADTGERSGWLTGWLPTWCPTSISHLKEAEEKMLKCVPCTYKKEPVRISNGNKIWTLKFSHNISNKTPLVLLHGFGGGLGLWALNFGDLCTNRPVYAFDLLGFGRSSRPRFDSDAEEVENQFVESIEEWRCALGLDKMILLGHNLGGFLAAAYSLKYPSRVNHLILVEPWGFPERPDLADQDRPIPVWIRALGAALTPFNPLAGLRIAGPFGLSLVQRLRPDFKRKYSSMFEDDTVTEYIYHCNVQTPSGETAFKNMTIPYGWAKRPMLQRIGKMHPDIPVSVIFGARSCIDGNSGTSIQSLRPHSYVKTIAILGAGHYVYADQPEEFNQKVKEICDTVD
MC4R antagonist – MC4R antagonists of cAMP signaling, primary screen, cell-based, TR-FRET, antagonist arm of biased-ligand search. AID 540295, 2011. Melanocortin receptor 4 (Homo sapiens), P32245. MC4R-expressing cells, MTII-stimulated cAMP, LANCE TR-FRET. inhibition, % at 6.5 µM. 0.48% of 360,000 active;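 active = inhibition above its plate's cutoff, the mean of tested wells on that plate plus 3 SD, cut at about 29% in these data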;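 also: 0% = Melanotan II alone and 100% = Melanotan II plus saturating MCL0020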
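Material: U2OS-MC4R stable cell line | Reagent: Melanotan II challenge after compound preincubation | Doses: One concentration, 6.5 µM nominal | Incubation: 30-min compound preincubation, 1-h Melanotan II challenge, 1-h detection, room temperature | Signal: TR-FRET cAMP assay | Replicates: One well per compound, no replicates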
MC4R ag barr – MC4R agonists recruiting beta-arrestin, primary screen, cell-based, luminescence, agonist arm of biased-ligand search; U2OS MC4R beta-arrestin complementation; percent of melanotan II response, DMSO zero; activation, % at 8.9 µM; 0.98% of 360,000 active;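 active = activation above a per-plate cutoff, the mean activation of sample wells on that plate plus 3 SD, cut at about 8% in these data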
m5-HT2A agonist – mouse Htr2a agonists via beta-arrestin recruitment, primary screen, cell-based, luminescence | 0.66% of 360,000 active | AID 624169, 2012 | activation, % at 7.6 µM | 5-hydroxytryptamine receptor 2A (Mus musculus), P35363 | CHO-K1 mHTR2A beta-arrestin complementation; percent of 30 µM serotonin response;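 active = activation above a run cutoff, the mean activation of all tested compounds plus 3 SD, cut at about 14% in these data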;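 also: 0% = plate median of compound wells and 100% = 30 µM serotonin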
PDI turbidity – inhibitors of human PDI, primary screen, biochemical, turbidity, single point, plate reader | PDI insulin aggregation turbidity, A650, 90 min | 0.052% of 350,000 active | Protein disulfide-isomerase (Homo sapiens), P07237 | AID 588391, 2011 | inhibition, % at 10 µM;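 active = mean inhibition across replicates of 30% or more, whatever share of single replicates reach that level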;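 also: absorbance from insulin aggregation driven by PDI reduction with DTT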
Active calls of the source: *; · = no result given.

SMILES,Granule exo inh,Cardio protect,CaV13 ICDI inh,ABCB6 inh 2,Glyco luc inh,ABHD5-PLIN5 inh,MC4R antagonist,MC4R ag barr,m5-HT2A agonist,PDI turbidity
O=C(COC(=O)c1cccc(Cl)c1Cl)NC1CCCC1,-8,4,-22,88,1,3,-1,-0.5,-2,14
O=C(NNC(=S)Nc1ccccc1)C1CCCCC1,0,-9,-5,105,3,-5,12,-0.9,0,10
O=C(Nc1cccc2ccccc12)N1CCCN(c2c(Cl)cncc2Cl)CC1,30,10,-3,97,-4,5,7,-2.8,-4,-4
O=C(Nc1ccc(F)cc1)c1cc(S(=O)(=O)N2CCCCC2)cs1,4,-16,-4,96,-5,-3,-2,1.4,-8,3
O=C(N/N=C/c1ccccn1)c1cc(-c2ccc(Cl)cc2)nc2ccccc12,4,46,-5,107,-17,-8,-5,-5.3,-8,-13
O=C(Nc1cccc(-n2cnnn2)c1)C1CCCN(C(=O)Cc2cccc(Cl)c2)C1 (stereo unspecified),-6,1,-17,97,-2,2,2,0.4,-2,-9
COCCNc1nc(NCCCN2CCCC2=O)c2sccc2n1,-11,6,-4,97,1,-7,6,0.6,1,3
CS(=O)(=O)c1ccc2nc(NC(=O)CCNC(=O)c3ccc([N+](=O)[O-])cc3)sc2c1,-3,6,-3,95,1,1,9,-3.9,-1,-3
CC(=O)c1ccc(OCC(=O)NCC2(N3CCCCC3)CCCCC2)cc1,0,-4,-5,92,-3,-1,14,-1.3,2,-3
COC(=O)c1ccccc1NC(=O)c1ccc(COc2ccc(C)c(C)c2)o1,0,-8,·,97,2,-3,0,1.8,-2,-2
COc1ccc(C(=O)/C=C/c2ccsc2)cc1CSCC(=O)O,3,-8,-6,101,8,12,-22,-4.2,-1,-3
CC(C)C[C@H]1CN(CCCC[C@@H]2CNC(=O)C(=O)N2CCc2ccccc2)C(=O)C(=O)N1CCc1ccc(O)cc1,-3,·,-5,97,·,2,·,·,3,·
COc1ccc(NS(=O)(=O)c2ccc(C(=O)N3CCN(c4ccc(F)cc4)CC3)cc2)cc1,7,-21,-6,102,-2,8,23,1.1,-11,-2
O=C(NCc1ccc2c(c1)OCO2)c1cccc2c1C(=O)N(C1CCCCC1)C2,-4,-1,-4,91,-3,8,10,0.3,1,·
CCCCSc1nn[nH]n1,-4,-1,-10,93,1,-2,5,-1.3,-1,1
COc1ccc(Br)cc1C(=O)Nc1ccc(Cc2ccncc2)cc1,0,-16,-3,95,-3,9,0,1.8,-7,0
Cc1ccc(OC(=O)c2cccc([N+](=O)[O-])c2)c(-n2nc3ccccc3n2)c1,-7,-16,-3,98,-2,-4,8,14*,0,-2
C[C@H](NC(=O)Cn1cncn1)c1ccccc1,4,8,-5,101,1,-3,0,0.3,4,-7
COC(=O)c1ccc2nc(-c3cccc(N)c3)cn2c1,-2,-28,-2,96,-21,-3,5,0.6,1,0
CCOC(=O)c1c(C)nn(-c2ccc(NC(=O)c3cccs3)cc2)c1C,-2,20,-2,90,-5,-1,1,-1.5,-6,2
O=C(NCc1ccccc1Cl)[C@H]1CCCN1C(=O)[C@H]1CCCN1C(=O)c1ccccc1,-6,·,-9,98,·,1,·,·,9,·
Cc1cccn2c(=O)c3cc(C(=O)NC4CCCCC4)c(=N)n(CCN4CCOCC4)c3nc12,2,33,1,94,3,3,-1,-0.5,2,-3
COc1ccc(CC(=O)Nc2c3c(nn2-c2cccc(C)c2C)CS(=O)C3)cc1 (stereo unspecified),3,2,·,98,0,5,15,1.2,5,-8
CCCCOc1cccc(C(=O)Nc2ccccc2N2CCCC2)c1,2,-14,-5,101,-2,3,3,1.1,2,12
CCn1nc(C(=O)OCC(=O)NCC(C)C)c2ccccc2c1=O,-3,7,-6,99,1,0,4,-1.8,-3,-7

In a second layout: results already given
CCCCSc1nn[nH]n1
  Granule exo inh = -4
  Cardio protect = -1
  CaV13 ICDI inh = -10
  ABCB6 inh 2 = 93
  Glyco luc inh = 1
  ABHD5-PLIN5 inh = -2
  MC4R antagonist = 5
  MC4R ag barr = -1.3
  m5-HT2A agonist = -1
  PDI turbidity = 1
COc1ccc(Br)cc1C(=O)Nc1ccc(Cc2ccncc2)cc1
  Granule exo inh = 0
  Cardio protect = -16
  CaV13 ICDI inh = -3
  ABCB6 inh 2 = 95
  Glyco luc inh = -3
  ABHD5-PLIN5 inh = 9
  MC4R antagonist = 0
  MC4R ag barr = 1.8
  m5-HT2A agonist = -7
  PDI turbidity = 0
Cc1ccc(OC(=O)c2cccc([N+](=O)[O-])c2)c(-n2nc3ccccc3n2)c1
  Granule exo inh = -7
  Cardio protect = -16
  CaV13 ICDI inh = -3
  ABCB6 inh 2 = 98
  Glyco luc inh = -2
  ABHD5-PLIN5 inh = -4
  MC4R antagonist = 8
  MC4R ag barr = 14*
  m5-HT2A agonist = 0
  PDI turbidity = -2
C[C@H](NC(=O)Cn1cncn1)c1ccccc1
  Granule exo inh = 4
  Cardio protect = 8
  CaV13 ICDI inh = -5
  ABCB6 inh 2 = 101
  Glyco luc inh = 1
  ABHD5-PLIN5 inh = -3
  MC4R antagonist = 0
  MC4R ag barr = 0.3
  m5-HT2A agonist = 4
  PDI turbidity = -7

(further entries)
Compound,Granule exo inh,Cardio protect,CaV13 ICDI inh,ABCB6 inh 2,Glyco luc inh,ABHD5-PLIN5 inh,MC4R antagonist,MC4R ag barr,m5-HT2A agonist,PDI turbidity
CCOC(=O)CSc1nnc(CNC(=O)c2cc(OC)c(OC)c(OC)c2)n1C,-4,4,-10,97,2,2,10,-4.6,0,-1
Cc1ccc(S(=O)(=O)C(CCC(=O)c2ccc(Cl)cc2)C(N)=O)cc1 (stereo unspecified),-1,-7,-6,98,1,-11,2,-0.3,0,0
CC(OC(=O)c1cnc2ccccc2n1)c1ccccc1Cl (stereo unspecified),-10,-6,-5,94,3,0,5,3.5,10,-10
CCN(CC)c1cc(C(F)(F)F)nc(-c2ccccn2)n1,-4,-1,-3,106,1,3,4,-1.9,0,-4
O=C(Oc1ccccc1)c1cccnc1Oc1ccccc1,2,-4,-4,94,-1,-10,-5,0.7,-5,-2
O=C(CSc1nnc(CNC(=O)c2ccco2)o1)Nc1ccc(F)cc1F,-5,7,-3,109,-2,-3,2,-0.4,-2,2
Cc1nnc(C)n1/N=C/c1ccc2c(c1)OCCO2,-1,0,-5,92,2,2,-2,0.6,7,-3
CCOc1ccc(C(C)=O)cc1N1C(=O)C2C(C1=O)C1C=CC2C12CC2 (stereo unspecified),11,1,-8,102,0,-1,6,-0.4,0,-5
CCCCOc1cccc(OCCCC)c1C(=O)Nc1cc(C)on1,-2,0,-4,92,-2,0,9,-1.3,0,-4
CCOc1ccccc1CNC(=O)c1cn(C)c(=O)c2c1c1ccccc1n2C,-10,4,-7,104,3,-1,20,-0.2,-3,-2
CN(C)c1ccnc2sc3c(NCC(O)CO)ncnc3c12 (stereo unspecified),-4,-4,-15,103,1,0,12,-0.8,2,-7
COc1ccc(-c2coc3c(C(=O)NCCc4ccccc4)cccc23)c(C)c1,12,1,-12,96,-5,-9,5,-1.5,-6,4
Cc1cc(C)nc(N/N=C/C2=C(N3CCOCC3)C(=C\c3ccc(Cl)cc3)/CC2)n1,-3,11,-6,99,0,15,8,-3.8,-3,-1
CC(=O)N1CCN(S(=O)(=O)c2cccc(C(=O)Nc3nc4c(s3)CCCC4)c2)CC1,-2,-8,-5,98,2,-3,-4,-0.6,-2,-2
CCN1C(=O)N(CC)C2NC(=S)NC21 (stereo unspecified),-1,-3,-1,93,0,4,7,-0.5,-3,-4
CN1/C(=C\C(=O)CSc2cccc[n+]2[O-])C(C)(C)c2ccccc21,-7,-22,1,219,0,4,10,-0.7,-2,7
CSC1=NCCN1S(=O)(=O)c1ccc(NC(C)=O)cc1,0,-1,-7,99,2,0,5,-0.8,3,-15
Cc1ccc(OCC(=O)OCC(=O)N2c3ccccc3CC2C)cc1C (stereo unspecified),0,2,-3,85,1,10,-1,-1.5,12,-2
CC(C)C[C@@H](CSc1ccccc1)N1CCN(CCc2ccccc2)CCC1=O,-2,-3,-5,97,-4,5,-1,2.7,-12,18
COc1ccc(CNC(=O)Nc2cccs2)cc1OC,3,0,-6,104,0,-9,-2,-1.3,6,-1
COC(=O)c1ccccc1NC(=O)c1cn(-c2ccc(C)c(C)c2)c(=O)c2ccccc12,-3,22,-17,100,-6,-1,9,-1.8,3,-2
Cc1ccc(-c2nc(SCC(=O)Nc3cc(S(=O)(=O)N4CCCCC4)ccc3Cl)n[nH]2)cc1,-3,-27,-8,96,-3,-5,13,-2.4,-5,4
CN1CCC(=NNC(=O)C(=O)Nc2ccc(F)cc2)CC1,-1,-1,-5,100,3,-4,11,0.3,-5,-5
Nc1ccccc1C(=O)N/N=C1/C2CN3CCN(C2)CC1(Cc1ccccc1)C3,-2,7,-6,101,0,-3,1,-0.7,-3,9
CCOC(=O)C1=C(C)OC(N)=C(C#N)C1c1ccc(OC)c(CSc2ccccn2)c1 (stereo unspecified),5,4,-5,102,0,13,26,0.6,4,0
CCCC1(C(=O)OCC)NC(c2cc(OC)c(OC)c(OC)c2)C2C(=O)N(CC)C(=O)C21 (stereo unspecified),0,8,-3,99,2,6,8,1.1,4,4
Cc1ccc(NCc2cccnc2)c(Br)c1,-2,6,-11,100,0,0,-5,-1.6,4,-1

Outcome played no part in choosing rows. Share with any hit: about 4.2%.
